MT1-MMP act inh: blockers of MT1-MMP proenzyme processing, primary screen, HT1080 RFP-PRO-GFP cells, GFP/RFP fluorescence | 360,000 tested, 0.061% active | GFP/RFP ratio fluorescence, overnight; percent of plate control window, DMSO zero | AID 651647, 2012 | GFP/RFP ratio change, % at 20 µM | Matrix metalloproteinase-14 (Homo sapiens), P50281;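 active = GFP/RFP ratio change of at least 30% with cell ATP level not reduced by more than half and red fluorescence within 50% of control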; also: strong numbers were not always called active
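system = RFP-PRO-GFP reporter HT1080 cells | dosing = 20 µM single dose, 1% DMSO | timing = overnight cell settling, then overnight compound exposure, 37 °C, 5% CO2 | read-out basis = GFP/RFP fluorescence ratio | controls = DMSO and RFP-L50D-GFP cell wells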
SKN-1 block: suppressors of acrylamide-induced Pgst-4::GFP reporter in worms, primary screen, SKN-1 inhibitor project, whole organism, uHTS, GFP/RFP fluorescence ratio, strain VP596. 360,000 tested, 0.49% active. inhibition, % at 21.8 µM. C. elegans VP596 Pgst-4::GFP/RFP ratio, 24 h;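 active = interference check ratio from 0.5 to 1.5 plus GFP to RFP signal ratio inhibition reaching or exceeding a fixed threshold, cut at about 30% in these data, passing the limit was not always enough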; also: some compounds called inactive have numbers as strong as hits
CSN deneddyl inh: inhibitors of CSN-mediated cullin deneddylation, primary screen, biochemical, fluorescence polarization, uHTS | COP9 signalosome complex subunit 5 (Homo sapiens), Q92905 | Purified CSN, SCF-Nedd8-OG deneddylation | inhibition, % at 12.5 µM | 360,000 tested, 0.38% active | AID 651999, 2013;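 active = pattern-corrected inhibition above about 35%, with an unprinted fluorescence ratio check between 0.5 and 1.5, limit read from the data, passing the limit was not always enough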;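 also: 0% = enzyme with substrate and 100% = substrate without enzyme; some results filed as inactive read as strong as hits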
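test system = HEK293T-derived human Csn5 enzyme | amount = 0.24 nM Csn5 enzyme, final concentration | medium = Tris/NaCl/DTT buffer, pH 7.5 | schedule = 90 min reaction at room temperature | signal = FP | evaluation = inhibition of Csn5 cleavage, % | compound dosing = single dose of 12.5 µM compound with 0.25% DMSO | probe or stimulus = 10 nM SCFSkp2-Nedd8OG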
NadD block: inhibitors of S. aureus NadD, primary screen, biochemical, colorimetric, uHTS; purified NadD enzyme, colorimetric absorbance read-out; Nicotinate-nucleotide adenylyltransferase NadD (Staphylococcus aureus N315); 360,000 tested, 0.78% active; inhibition, % at 20 µM; in the data active = inhibition above about 26%; also: some compounds past the cut are filed as inactive
FAS-TE inh: FAS thioesterase domain inhibitors, primary screen, biochemical, fluorescence intensity, uHTS. recombinant FAS-TE, OMFH fluorogenic substrate, fluorescence endpoint. 360,000 tested, 0.67% active. inhibition, % at 15 µM. AID 602261, 2012. Fatty acid synthase (Homo sapiens), P49327;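 active = compounds whose normalised, plate-corrected inhibition of enzyme fluorescence in the single-dose primary screen is 50% or more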;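 also: 0% = DMSO with enzyme and 100% = substrate without enzyme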
Rpn11 inh: Rpn11 (PSMD14) deubiquitinase inhibitors, primary screen, biochemical, fluorescence polarization, uHTS; 26S proteasome non-ATPase regulatory subunit 14 (Homo sapiens), O00487; human 26S proteasome, Ub4-pepOG fluorescence polarization; 20S core pre-blocked with epoxomicin; calls only at 20 µM; 360,000 tested, 0.59% active;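 active = inhibition at 20 µM, scaled to each plate's controls, above about 33%, limit read from the data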
PABP1 MLLE inh: inhibitors of PABP1 MLLE–PAM2 peptide binding, primary screen, biochemical, fluorescence polarization, FITC-PAM2, GST-MLLE; 360,000 tested, 0.36% active; inhibition, % at 20 µM; Polyadenylate-binding protein 1 (Homo sapiens), P11940; in the data active = inhibition above about 35%, passing the limit was not always enough;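 also: plate controls were DMSO wells with GST-MLLE for no effect and wells lacking GST-MLLE protein for full effect; some results filed as inactive read as strong as hits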
Neddylation inh: inhibitors of cullin neddylation, primary screen, biochemical, TR-FRET, uHTS, NAE and Ubc12 | 360,000 tested, 0.58% active | NEDD8-conjugating enzyme Ubc12 (Homo sapiens) + NEDD8-activating enzyme E1 regulatory … | calls only at 25 µM | AID 651699, 2012; in the data active = inhibition above about 36%
Rin1-Abl PPI inh: inhibitors of Rin1-Abl protein binding, primary screen, biochemical, TR-FRET; AID 588664, 2011; inhibition, % at 7.35 µM; 360,000 tested, 0.4% active; Tyrosine-protein kinase ABL1 (Homo sapiens) + Ras and Rab interactor 1 (Homo sapiens), …; in the data active = inhibition above about 5%, passing the limit was not always enough
Target sequence (P00519 whole entry, looked up): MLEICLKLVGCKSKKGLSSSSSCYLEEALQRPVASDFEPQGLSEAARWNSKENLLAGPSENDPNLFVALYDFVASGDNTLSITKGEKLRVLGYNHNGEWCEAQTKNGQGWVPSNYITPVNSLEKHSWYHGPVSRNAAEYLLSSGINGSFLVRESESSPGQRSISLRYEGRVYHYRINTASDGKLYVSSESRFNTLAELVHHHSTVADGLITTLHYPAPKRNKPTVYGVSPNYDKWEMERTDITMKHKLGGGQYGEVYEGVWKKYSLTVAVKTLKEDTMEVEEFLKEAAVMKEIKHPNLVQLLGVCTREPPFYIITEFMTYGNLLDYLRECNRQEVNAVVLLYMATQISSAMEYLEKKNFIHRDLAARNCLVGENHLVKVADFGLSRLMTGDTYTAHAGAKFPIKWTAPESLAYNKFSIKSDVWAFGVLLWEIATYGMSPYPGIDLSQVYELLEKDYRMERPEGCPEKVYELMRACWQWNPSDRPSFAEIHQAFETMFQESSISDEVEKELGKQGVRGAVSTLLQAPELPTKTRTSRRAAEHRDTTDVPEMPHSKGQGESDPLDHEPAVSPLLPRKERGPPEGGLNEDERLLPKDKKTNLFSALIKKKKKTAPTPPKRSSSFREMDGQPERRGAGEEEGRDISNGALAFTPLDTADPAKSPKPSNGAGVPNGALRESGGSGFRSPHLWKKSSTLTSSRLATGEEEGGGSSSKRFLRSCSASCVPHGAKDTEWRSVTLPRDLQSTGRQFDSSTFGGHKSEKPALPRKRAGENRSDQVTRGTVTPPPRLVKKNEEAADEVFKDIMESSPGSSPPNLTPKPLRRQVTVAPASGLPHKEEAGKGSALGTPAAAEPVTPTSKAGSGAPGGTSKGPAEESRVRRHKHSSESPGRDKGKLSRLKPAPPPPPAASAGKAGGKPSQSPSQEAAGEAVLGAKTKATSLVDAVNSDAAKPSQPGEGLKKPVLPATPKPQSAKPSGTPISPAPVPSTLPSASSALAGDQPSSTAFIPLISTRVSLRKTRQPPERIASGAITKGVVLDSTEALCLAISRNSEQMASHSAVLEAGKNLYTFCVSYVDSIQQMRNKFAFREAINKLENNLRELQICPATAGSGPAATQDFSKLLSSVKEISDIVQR
Target sequence (Q13671 whole entry, looked up): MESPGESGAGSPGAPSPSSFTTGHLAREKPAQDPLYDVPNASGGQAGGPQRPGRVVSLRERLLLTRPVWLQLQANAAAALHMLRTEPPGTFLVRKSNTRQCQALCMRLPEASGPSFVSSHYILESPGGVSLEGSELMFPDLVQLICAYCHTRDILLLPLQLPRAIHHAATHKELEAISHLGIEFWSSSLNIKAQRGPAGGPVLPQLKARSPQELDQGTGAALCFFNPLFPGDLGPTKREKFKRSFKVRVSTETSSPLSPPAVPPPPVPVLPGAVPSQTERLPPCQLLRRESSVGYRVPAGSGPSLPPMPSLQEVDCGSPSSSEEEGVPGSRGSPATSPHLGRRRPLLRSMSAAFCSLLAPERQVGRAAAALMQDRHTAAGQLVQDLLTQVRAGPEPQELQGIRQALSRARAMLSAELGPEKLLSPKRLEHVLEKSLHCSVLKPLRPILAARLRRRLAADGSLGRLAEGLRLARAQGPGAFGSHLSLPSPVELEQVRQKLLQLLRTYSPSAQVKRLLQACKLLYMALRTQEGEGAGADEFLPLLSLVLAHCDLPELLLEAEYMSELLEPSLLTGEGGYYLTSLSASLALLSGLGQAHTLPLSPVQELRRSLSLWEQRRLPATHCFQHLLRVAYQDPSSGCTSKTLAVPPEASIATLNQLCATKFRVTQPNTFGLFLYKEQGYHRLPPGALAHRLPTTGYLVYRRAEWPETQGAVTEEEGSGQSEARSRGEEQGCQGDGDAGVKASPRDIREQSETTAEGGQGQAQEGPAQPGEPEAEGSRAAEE
Numbers without * were called inactive; i = inactive; x = no result given; + = active, no number. An unsorted share of the library; any-hit rate near 3.9%.

SMILES	MT1-MMP act inh	SKN-1 block	CSN deneddyl inh	NadD block	FAS-TE inh	Rpn11 inh	PABP1 MLLE inh	Neddylation inh	Rin1-Abl PPI inh
COc1cc(CN2CCN(S(=O)(=O)c3ccc(NC(C)=O)cc3)CC2)cc(OC)c1O	-3	5	-5	-4	-6	i	4	i	-2
CN(C)/C=C(\C#N)S(=O)(=O)C(C)(C)C	2	4	-2	-1	-7	i	-3	i	2
CCN(CC)c1ccc(/C=N/OCC(=O)N2CCCc3ccccc32)cc1	-6	4	-4	-6	29	i	3	i	-3
N#CCC(=O)Nc1ccc(C(=O)OCC(=O)N=c2sccn2Cc2ccccc2Cl)cc1	-5	-8	19	24	0	i	-48	i	1
COc1ccc(N2CCN(S(=O)(=O)c3ccc4c(c3)CC(C)N4C(=O)C3CC3)CC2)cc1 (stereo not given)	-1	-7	-2	-7	2	i	-1	i	-1
O=C(CN1C(=O)c2ccccc2C1=O)Nc1nnc(C2CCCO2)s1 (stereo not given)	3	2	5	0	-7	i	10	i	1
COc1cc(/C=C(\NC(=O)c2ccccc2)C(=O)Nc2cccc(O)c2)c([N+](=O)[O-])cc1OC	19	-3	-3	8	-12	i	4	i	1
COCCn1ccc2c(OCC(=O)NCc3ccccc3)cccc2c1=O	4	-1	2	-1	-7	i	0	i	1
CN(C)C(=O)CSc1nnc(-c2ccncc2)n1Cc1ccco1	0	5	2	7	-1	i	-7	i	0
O=C(Nc1ccccc1)c1cccc(N2CCCC2=O)c1	-4	3	-3	6	-2	i	12	i	3
CSc1ncccc1C(=O)N1CCCC(CCC(=O)NCc2ccc(F)c(F)c2)C1 (stereo not given)	-2	1	-2	-5	-9	i	-13	i	-1
COc1ccc(C)cc1NC(C)C(=O)NC(=O)NC1CCCCC1 (stereo not given)	0	3	0	-3	4	i	-8	i	1

In a second layout: results already given
Molecule | MT1-MMP act inh | SKN-1 block | CSN deneddyl inh | NadD block | FAS-TE inh | Rpn11 inh | PABP1 MLLE inh | Neddylation inh | Rin1-Abl PPI inh
N#CCC(=O)Nc1ccc(C(=O)OCC(=O)N=c2sccn2Cc2ccccc2Cl)cc1 | -5 | -8 | 19 | 24 | 0 | i | -48 | i | 1
COc1ccc(C)cc1NC(C)C(=O)NC(=O)NC1CCCCC1 (stereo not given) | 0 | 3 | 0 | -3 | 4 | i | -8 | i | 1
COCCn1ccc2c(OCC(=O)NCc3ccccc3)cccc2c1=O | 4 | -1 | 2 | -1 | -7 | i | 0 | i | 1

Continued:
SMILES	MT1-MMP act inh	SKN-1 block	CSN deneddyl inh	NadD block	FAS-TE inh	Rpn11 inh	PABP1 MLLE inh	Neddylation inh	Rin1-Abl PPI inh
CCCCn1c(SCC(=O)Nc2ccc3c(c2)OCO3)nc2c1c(=O)n(C)c(=O)n2C	-1	0	-4	-11	26	i	-3	i	3
CN1CCCNc2nc3ccccc3nc21	-19	0	10	0	-16	+	-69	x	-4
CN(CCc1ccccc1)C(=O)c1cccc(NC(=O)Cc2cccc(NC(=O)C3CCN(C(=O)C4CCCCC4)CC3)c2)c1	3	4	5	5	-8	i	-12	i	-1
Cc1ccc(O)c(-c2cc(-c3ccccc3C)[nH]n2)c1	9	10	-6	-4	13	i	0	i	1
O=C(NCc1ccccn1)c1cccs1	-2	-6	4	-7	-10	i	4	i	1
CCCC[C@H]1COCCS(=O)(=O)N1Cc1cccc([N+](=O)[O-])c1	5	14	-1	-1	2	i	20	i	-1
Cc1c(-c2ccccc2)nc2ccccc2c1C(=O)OCC(=O)Nc1ncc(C(F)(F)F)cc1Cl	-6	0	-13	20	20	i	9	i	2
O=C(COC(=O)c1cc(=O)[nH]c2ccccc12)NC1CCCC1	1	12	-6	-3	2	i	-1	i	-3
CC(Sc1nnc(N)s1)C(=O)NCc1ccc2c(c1)OCO2 (stereo not given)	2	-14	0	1	-9	i	16	i	0
CCN1C(=O)[C@H]2[C@@H](c3ccc(C(F)(F)F)cc3)N[C@]3(CCCN(Cc4ccc(Br)cc4)C3=O)[C@H]2C1=O	6	-1	-4	2	23	i	17	i	-4
O=C(c1cc(COc2cccc(C(F)(F)F)c2)on1)N1CCCC1	0	10	1	3	8	i	-6	i	-5
Cc1nc(N2CCN(c3ccccc3)CC2)[nH]c(=O)c1C	-4	-13	1	-6	-4	i	-2	i	3
COc1ccc(-c2nn(CCC(=O)O)cc2/C=C2\SC(N)=NC2=O)cc1OC	2	1	0	0	-6	i	-10	i	-5
O=C(N1CCOCC1)N1CCN(c2ccccc2F)CC1	10	-11	0	-5	-10	i	-3	i	0
Cc1ccc2cc(C(c3nnnn3CC3CCCO3)N3CCCC4(CCCCC4)C3)c(=O)[nH]c2c1 (stereo not given)	-13	5	2	3	-5	i	-7	i	-1
COc1ccc(-n2c(O)c(C=Nc3ccccc3)c3ccccc3c2=O)cc1	3	3	-16	-11	0	i	-19	i	1
CSc1nnc(-c2cccc(NC(=O)c3ccccc3)c2)n1C	-1	-6	-4	6	-5	i	-80	i	2
COc1ccc(C(=O)Oc2cc(N)n(S(=O)(=O)c3ccc(C)cc3)n2)cc1	3	-2	3	-10	7	i	-9	i	1
COc1cc(CNc2ncn[nH]2)ccc1OCc1cccc(C)c1	3	-4	2	-3	-6	i	-6	i	1
COc1ccc(NC(=O)Nc2ccc3c(c2)C(=O)N([C@H](C)CO)C[C@H](C)[C@@H](CN(C)C(=O)Nc2ccc4c(c2)OCO4)O3)cc1	2	0	0	5	-4	i	10	i	1
Cc1ccc(NC(=O)c2cnccn2)c(C)c1	2	18	-3	-8	-4	i	2	i	0
CCCCC(=O)Nc1ccc(C(=O)OC2CCCCC2)cc1	-2	4	6	-14	22	i	5	i	-2
CC(C)CCN1CCC(CN2CCNC(=O)C2=O)CC1	2	4	-1	5	-9	i	-13	i	-4
O=C(NCCc1ccccc1)C1(c2ccccc2)CC1(Cl)Cl (stereo not given)	0	-12	0	-4	8	i	-10	i	-2
Cc1nn(C)c(C)c1S(=O)(=O)N1CCC(C(=O)Nc2ccc3c(c2)OCCO3)CC1	2	15	0	1	1	i	2	i	2
CN(C1CCCCC1)S(=O)(=O)c1cccc(C(=O)Nc2ccccn2)c1	-2	-7	-3	0	8	i	27	i	-4
Cc1ccc(NC(=O)C2(C)CCN2Cc2ccccc2OC(F)F)cc1 (stereo not given)	-4	4	-2	0	24	i	-4	i	-4
CCOC(=O)C1=C(CN2CCCCCC2)NC(=O)NC1c1ccc2c(c1)OCO2 (stereo not given)	2	-1	3	-3	1	i	11	i	1
O=C(NCC(=O)N(Cc1ccco1)C(C(=O)NC1CCCC1)c1cccnc1)c1cccs1 (stereo not given)	0	13	1	-2	-6	i	6	i	0
CC(=O)c1cccc(NC(=O)NCc2cccs2)c1	x	-9	-4	-3	-8	i	6	i	3
CCN(CC)Cc1c(O)ccc2c(=O)c(Oc3ccccc3OC)c(C)oc12	2	-8	-1	-3	-4	i	9	x	-4
COc1cc(NC(=S)NC(=O)c2cccs2)ccc1NC(=O)C(C)C	4	1	-3	-8	9	i	34	i	-2
Cc1onc(-c2c(F)cccc2Cl)c1C(=O)OCC(=O)NCc1ccccc1	-1	14	-1	-10	6	i	2	i	0
O=C(c1ccc(F)cc1)N1CCN2C(=O)c3ccccc3C12c1ccccc1 (stereo not given)	2	23	1	0	2	i	10	i	-2
O=C(CC(Sc1ccccc1)c1cccs1)c1ccco1 (stereo not given)	-2	8	-3	-2	6	i	37*	i	-3
Cc1cc(NC(=O)NN2CCOCC2)nn1-c1c(Cl)cccc1Cl	1	-19	4	-5	-9	i	0	i	-4
O=C(Nc1ccccc1)c1ccc(CSc2ccccn2)cc1	-9	-4	-3	-2	3	i	4	i	1
Cc1ccc(C2C(C#N)=C(N)Oc3n[nH]c(-c4cccnc4)c32)o1 (stereo not given)	5	3	1	6	-5	i	3	i	7
C=C(C)c1cccc(C(C)(C)NC(=O)Nc2ccc3[nH]c(=O)[nH]c3c2)c1	3	14	-1	2	-5	i	3	i	3
Cc1ccc(S(=O)(=O)N(C)C)cc1NC(=O)COC(=O)C1CC1	0	-3	-2	0	-4	i	13	i	0
CC(C)(C)CC(C)(C)NC(=O)CSCC(=O)Nc1ccc2ccccc2c1	-6	11	-1	-8	14	i	6	i	5
COC(=O)c1c(NC(=O)c2ccoc2C)sc2c1CCC2	-7	12	1	5	0	i	4	i	0
CCCCC(NC(=O)Cc1c(C)c2cc3c(C)c(C)oc3c(C)c2oc1=O)C(=O)O (stereo not given)	2	-5	2	8	-2	i	9	x	-1
CC(O)CNc1cc(N)c([N+](=O)[O-])cc1[N+](=O)[O-] (stereo not given)	-2	2	0	3	-3	i	2	i	-5
Cc1cc(N=CC2=C(O)CCCC2=O)no1	3	-12	2	4	0	i	3	i	-4
O=C(NCc1ccc(F)c(F)c1)C1CCC(=O)N(CCc2ccccc2)C1 (stereo not given)	2	-1	-2	2	-3	i	6	i	2
COc1ccc(C(=O)CCc2nc3ccccc3s2)cc1	2	13	-10	-3	-4	i	-1	i	2
O=C(Cn1cc(SCc2ccccc2Cl)c2ccccc21)N1CCOCC1	-4	9	10	-2	16	i	18	i	-2
O=C(COC(=O)/C=C/c1cccc(C(F)(F)F)c1)NCc1ccco1	2	12	2	-2	-2	i	-4	i	0
CN(C)CC(O)COc1cccc(OCC(O)CN(C)C)c1 (stereo not given)	3	-9	3	7	-10	i	4	i	-1
Cc1ccc(-c2ccc(S(=O)(=O)N3CC(C)OC(C)C3)cc2)cc1 (stereo not given)	1	11	1	-1	-6	+	-24	i	-3
CCOC(=O)c1c(C)n(O)c2ccc(Cl)cc2c1=O	6	7	0	-5	-8	i	5	x	-2
COc1ccc(/C=N/NC(=O)c2ccccc2O)cc1CN1CCOCC1	-3	1	-3	-5	-6	i	7	i	1
CCCc1nnc(SCC(=O)N2C(C)CCCC2C)n1CC (stereo not given)	3	3	8	1	-6	i	0	i	1
O=C1C2C3C=CC(CC3)C2C(=O)N1/N=C/c1ccccc1O (stereo not given)	0	-4	0	-2	-8	i	0	i	5
Cn1c(N)c(C(=O)COC(=O)Cn2cc(C(F)(F)F)ccc2=O)c(=O)n(C)c1=O	7	2	3	4	-4	i	-21	i	1
Cc1[nH]c(C(=O)O)c(C)c1C(=O)OC(C)C	2	12	-3	0	-10	i	5	i	-2

Compounds above that have a tert-butyl group, in the order listed:
SMILES	MT1-MMP act inh	SKN-1 block	CSN deneddyl inh	NadD block	FAS-TE inh	Rpn11 inh	PABP1 MLLE inh	Neddylation inh	Rin1-Abl PPI inh
CN(C)/C=C(\C#N)S(=O)(=O)C(C)(C)C	2	4	-2	-1	-7	i	-3	i	2
CC(C)(C)CC(C)(C)NC(=O)CSCC(=O)Nc1ccc2ccccc2c1	-6	11	-1	-8	14	i	6	i	5
